Screens: PubChem, National Center for Advancing Translational Sciences (NCATS)
JMJD2E inh = inhibitors of human JMJD2E histone demethylase; hit rate 1.6% among 230,000; B2RXH2; Potency, µM (titrated, usually from 57.1 µM), without a hit: top-dose activity change, negative = inhibition, actives largely listed as inhibitors; JMJD2E catalytic domain, FDH-coupled NADH fluorescence (FDH is formaldehyde dehydrogenase); active means well fitted inhibition curve with a large enough effect, not every such curve was filed as active; inconclusive means small, poorly fitted or top-dose-only effect, or another doubt; inactive means no such curve, though single readings can be large or run the other way;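 further: 0% = wells with enzyme and -100% = buffer wells without enzyme; nearly all actives have a fitted effect of over 50% in size; many of its hits are not listed in these tables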
Target sequence (B2RXH2 1-337 limits assumed): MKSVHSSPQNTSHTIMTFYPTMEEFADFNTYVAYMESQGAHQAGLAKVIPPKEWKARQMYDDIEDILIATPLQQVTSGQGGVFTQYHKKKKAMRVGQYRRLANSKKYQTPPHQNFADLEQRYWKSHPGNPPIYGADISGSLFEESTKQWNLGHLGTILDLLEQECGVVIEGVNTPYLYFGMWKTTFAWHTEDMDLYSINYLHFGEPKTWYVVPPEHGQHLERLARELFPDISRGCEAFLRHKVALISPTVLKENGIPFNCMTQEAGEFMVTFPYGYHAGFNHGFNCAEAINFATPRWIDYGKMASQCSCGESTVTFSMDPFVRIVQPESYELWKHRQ
RECQ1 helicase = RECQ1 (human) helicase inhibition; RECQ1 DNA unwinding, red fluorescence kinetic read; Potency, µM (highest dose often 57.3 µM), for inactives: at the top dose activity, negative = inhibition, actives largely listed as inhibitors; hit rate 0.54% among 240,000;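 further: plate controls were vehicle for no effect and no enzyme for full effect; nearly all actives have a fitted effect of over 30% in size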
Target sequence (P46063 whole entry, looked up): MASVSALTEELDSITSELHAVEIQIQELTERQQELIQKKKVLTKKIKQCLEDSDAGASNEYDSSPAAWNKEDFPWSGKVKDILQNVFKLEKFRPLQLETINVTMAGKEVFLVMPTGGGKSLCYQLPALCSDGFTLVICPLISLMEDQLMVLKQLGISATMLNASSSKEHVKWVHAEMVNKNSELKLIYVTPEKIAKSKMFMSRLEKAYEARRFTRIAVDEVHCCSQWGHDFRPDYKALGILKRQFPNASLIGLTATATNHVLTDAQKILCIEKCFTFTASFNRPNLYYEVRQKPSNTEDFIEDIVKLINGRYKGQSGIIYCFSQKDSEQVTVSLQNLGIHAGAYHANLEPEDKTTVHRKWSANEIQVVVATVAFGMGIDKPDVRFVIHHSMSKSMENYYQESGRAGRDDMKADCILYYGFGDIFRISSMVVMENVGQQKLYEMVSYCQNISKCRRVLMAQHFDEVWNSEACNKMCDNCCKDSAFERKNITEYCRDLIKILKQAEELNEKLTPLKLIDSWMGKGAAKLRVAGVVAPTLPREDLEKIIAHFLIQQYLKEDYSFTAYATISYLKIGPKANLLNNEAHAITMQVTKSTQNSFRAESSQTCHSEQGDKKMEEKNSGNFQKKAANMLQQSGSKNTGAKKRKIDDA
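RECQ1T1 50 nM; forked duplex (20 bp + 30-nt ss tails) 200 nM, ATP 2 mM final; pH 8.0, 2 mM MgCl2, 2.5 ug/ml poly(dI-dC); 15 min compound preincubation; discontinuous kinetic read over 2 h at RT.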
L3MBTL1 block = L3MBTL1 (human) inhibition; Potency, µM (titrated, usually from 57.1 µM), for the others: top-dose activity, negative = inhibition, hits mostly inhibitors; AlphaScreen L3MBTL1–H3K9me1 peptide binding; hit rate 0.66% among 230,000; further: on the % scale 0 is the no-effect control and ±100 the full control effect; nearly all actives have a fitted effect of over 60% in size
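L3MBTL1 50 nM + b-AHA-H3(1-15)K9me1 75 nM, 30 min RT; compound added, 30 min RT; streptavidin donor/Ni-chelate acceptor beads 10 ug/mL each final, 30 min RT dark; AlphaScreen read.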
SMN2 splice enh = SMN2 splice variant enhancement; HEK293 SMN2-luciferase splicing reporter, luminescence, 30-36 h; Potency, µM (top dose mostly 46.1 µM), for inactives: at the top dose activity change, positive = activation, most hits filed as activators; hit rate 2.8% among 210,000; AID 1458; further: % of control where 0% means no effect; nearly all actives have a fitted effect of over 55% in size
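HEK293 cells carry an SMN2 minigene-luciferase reporter in which exon 7 inclusion puts luciferase in frame. Cells were seeded at 2000 cells/well, attached for 10-12 hours, then exposed to compounds for 30-36 hours at 37C before ONE-Glo luminescence.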
Tau fibril ThT = inhibitors of human tau fibril formation, thioflavin T binding. P10636. Potency, µM (highest dose often 57.4 µM), inactives show at the highest dose activity, negative = inhibition, hits mostly inhibitors. recombinant tau K18 P301L (four-repeat tau fragment), heparin-induced fibrillization, ThT fluorescence. AID 1460. hit rate 2.1% among 270,000; further: on the % scale 0 is the no-effect control and ±100 the full control effect; nearly all actives have a fitted effect of over 55% in size
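In this qHTS, human K18 P301L tau is incubated with compound and heparin for 6 hr at 37 C, and Thioflavin T fluorescence then reports fibril load.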
ALDH1A1 block = ALDH1A1 (human) enzyme inhibition. hit rate 7.3% among 220,000. AID 1030. Potency, µM (series often up to 75.3 µM), for inactives: top-dose activity, negative = inhibition, hits mostly inhibitors. P00352. Purified ALDH1A1, NADH fluorescence, propionaldehyde substrate; active means well fitted inhibition curve with a large enough effect, not every such curve was filed as active; inconclusive means small, poorly fitted or top-dose-only effect, or another doubt; inactive means no such curve, though single readings can be large or run the other way;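 further: plate controls were no enzyme wells and a reference inhibitor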
KinaseGlo FLuc = counter-screen: inhibitors of Kinase-Glo firefly luciferase | Kinase-Glo luciferase, ATP luminescence, 8 min | AID 1379 | Potency, µM (series often up to 38.3 µM), for inactives: at the highest dose activity change, negative = inhibition, usual class: inhibitors | hit rate 0.28% among 200,000; further: on the % scale 0 is the no-effect control and ±100 the full control effect; nearly all actives have a fitted effect of over 60% in size
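Luminescence was the read-out, taken after 8-minute incubation at ambient temperature. Luciferase turned over luciferin with 10 uM ATP in imidazole pH 7.2 buffer containing KCl, MgCl2, Tween 20 and BSA.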
Lamin A splicing = LMNA splicing modulation; HeLa LMNA splicing GFP/RFP minigene ratio, 48 h; Potency, µM (titrated, usually from 46.1 µM), inactives show at the highest dose ratio change, negative = inhibition, usual class: inhibitors; hit rate 0.01% among 200,000; AID 1487; active means well fitted inhibition curve with a large enough effect in the signal ratio, with a control signal flat, not every such curve was filed as active; inconclusive means small, poorly fitted or top-dose-only effect, or effect the other way, or a change in a side signal; the % refers to the signal ratio; further: on the % scale 0 is the no-effect control and ±100 the full control effect
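S3 HeLa stable clones carrying a lamin A-EGFP splicing minigene plus DsRed2 were seeded at 600 cells/well in Opti-MEM with 2% FBS, pin-dosed and incubated 48 h at 37°C. Acumen cytometry (488 nm) gave the GFP/RFP total-intensity ratio.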
* marks the source's active call; other numbers are inactive results; i = inactive; ? = inconclusive; . = no result given; & = joins results of further samples; [ ] = remark or other dose. Unless noted, the call rests on the fitted dose curve; in most records, active means well fitted curve in the direction sought with a large enough effect; inconclusive means small, poorly fitted or top-dose-only effect, or another doubt; inactive means no such curve, though single readings can be large; an effect the other way counts as inactive or inconclusive. Potency means the concentration at half of the fitted maximal effect.

Compound,SMN2 splice enh,ALDH1A1 block,Tau fibril ThT,L3MBTL1 block,KinaseGlo FLuc,Lamin A splicing,JMJD2E inh,RECQ1 helicase
COCCCN1C(=O)C(O)=C(C(C)=O)C1c1cccc(F)c1 (configuration not stated),-1%,5%,-6%,?,1%,3%,-27%,i
CN1C(=O)SC(Nc2ccccc2)C1=O (configuration not stated),-26%,32µM*,-20%,3%,5%,-3%,0%,-6%
CCOC(=O)c1cc2occc2n1CC(=O)Nc1ccc(OC)cc1OC,0%,5%,?,-8%,-2%,?,0%,-2%
COc1ccc(NCc2nn(CC(=O)c3ccc(Br)cc3)c3[n+]2CCCCC3)cc1,5%,?,?,-19%,-2%,.,?,-29%
COc1ccc(C(=O)NCc2cc(C)nc3ccccc23)cc1,-53%[inhibitor],5%,5%,-15%,2%,.,-6%,i
CCOC(=O)NC(=O)COC(=O)CCCc1nc2ccccc2s1,-3%,-5%,1%,?,2%,1%[46 µM],-12%,i
O=C(COC(=O)c1ccc(F)cc1F)Nc1ccc2[nH]c(=O)[nH]c2c1,4%,?,?,-17%,-1%,.,0%,23%
FC(F)(F)c1cc(-c2ccco2)nc(NCc2ccccc2)n1,-15%,?,-3%,23%,-2%,6%,?,-11%
Cc1ccc(C2=Nc3ccccc3N=C(c3ccco3)C2)c(O)c1,-10%,16%,-8%,4%,1%,10%,-3%,0%
CCC(=O)Nc1cc(C)c(OC)c(C)c1,-5%,19%,-2%,2%,-2%,-6%[46 µM],-1%,-14%

The list continues.
Compound,SMN2 splice enh,ALDH1A1 block,Tau fibril ThT,L3MBTL1 block,KinaseGlo FLuc,Lamin A splicing,JMJD2E inh,RECQ1 helicase
C[N+](C)(CCCCCC[N+](C)(C)CCCN1C(=O)c2cccc3cccc(c23)C1=O)CCCN1C(=O)c2cccc3cccc(c23)C1=O,-43%[inhibitor],?,4%,1%,-3%,?,?,?
COc1cc(C2CC(=O)NC(SCC(=O)Nc3ccccc3C)=C2C#N)ccc1O (configuration not stated),-1%,-2%,-17%,-7%,0%,?,2%,-16%
COc1ccc(S(=O)(=O)N(CC(=O)N/N=C/c2ccccc2C(=O)O)c2ccccc2OC)cc1,.,.,-14%,-3%,.,.,8%,-6%
Cc1ccc(-c2nc(N)sc2CC(=O)OCC(=O)N2C(C)CCCC2C)cc1 (configuration not stated),-1%,-11%,6%,-28%,2%,-10%,4%,-3%
Cc1ccc2sc(NC(=O)CSc3nc(C)cc(C)c3C#N)nc2c1,2.5µM*,?,?,0%,-1%,9%,?,0%
CCN(Cc1cc2cccc(C)c2[nH]c1=O)C(=O)c1ccccc1OC,-14%,10%,-11%,-6%,-7%,0%,?,-4%
O=C(Nc1cccc(NC(=O)c2cccs2)c1)c1ccco1,?,-3%,-9%,.,0%,-19%,-5%,-2%
CCn1c(SCC(=O)Nc2ccc(NC(=O)c3ccco3)c(OC)c2)nc2ccccc2c1=O,-28%,?,-10%,3%,1%,7%,8%,-3%
O=c1cc(N2CCN(Cc3ccccc3)CC2)[nH]c(=O)n1-c1cccc(C(F)(F)F)c1,0%,-1%,-7%,-22%,3%,-5%,-5%,0%
COc1cc(/C=N/NC(=O)C(=O)N2CCCC2)ccc1O,-11%,3%,2%,2%,0%,-8%,-2%,-14%

Next records:
Compound,SMN2 splice enh,ALDH1A1 block,Tau fibril ThT,L3MBTL1 block,KinaseGlo FLuc,Lamin A splicing,JMJD2E inh,RECQ1 helicase
CCCc1ccc(C(=O)NNC(=O)c2ccc(Br)cc2)cc1,-21%,-1%,-5%,-14%,0%,4%,-3%,3%
CCOc1ccc(-n2c(SCC(N)=O)nc3c([nH]c4ccccc43)c2=O)cc1,-6%,21%,-13%,.,2%,-4%,-18%,-11%
COC(=O)C1=C(C(=O)OC)[C@@H]2N(C)c3ccccc3[C@@]23C[C@@H](C(=O)OC)N=C3N1,13%[9.22 µM],7%[13.5 µM],-6%[11.5 µM],.,0%[7.66 µM],2%[9.22 µM],5%[11.4 µM],7%[11.5 µM]
COc1ccc2c(c1)CCc1c(C(=O)NCc3cccnc3)noc1-2,-1%,3%,-2%,3%,0%,?,?,-11%
Nc1ccc(S(=O)(=O)O)cn1,-5%,0%&2%,2%&-10%&7%,10%&8%&12%,2%,.,?,-16%&-1%
Cc1ccc(SCCC(=O)OCn2nnc3ccccc3c2=O)cc1,11%,15µM*,-13%,21%,7%,?,6%,-13%
Cn1c(N)c(N2CCN(c3ccccc3)CC2)c(=O)[nH]c1=O,8%,0%,-3%,6%,2%,-4%[46 µM],6%,-2%
Cc1c(C(=O)OCc2nc3scc(-c4ccccc4)c3c(=O)[nH]2)cccc1[N+](=O)[O-],-54%[inhibitor],?,-15%,-13%,1%,?,-5%,i
CCOC(=O)c1c(C)n(-c2ccccc2)c2ccc(O)cc12,.,-11%,1%,24%,-3%,.,-3%,-10%
O=C(CCSCc1ccccc1Cl)NC1CCCC1,-6%,3%,-12%,10%,0%,-6%,8%,-2%

(list continues)
Compound,SMN2 splice enh,ALDH1A1 block,Tau fibril ThT,L3MBTL1 block,KinaseGlo FLuc,Lamin A splicing,JMJD2E inh,RECQ1 helicase
CCC1Oc2ccccc2N(CC(=O)Nc2ccc3c(c2)OCCO3)C1=O (configuration not stated),2%,6%,-6%,0%,-2%,-17%,-5%,-2%
CC1CC(C)CN(CC(=O)N2CCOCC2)C1 (configuration not stated),2%,-10%,-9%,1%,-1%,?,?,0%
Fc1ccccc1OCCSc1nc2ccccc2o1,16%,13%,-12%,.,3%,-3%,4%,-7%
CCOC(=O)N1CCC(n2c(SCC(=O)Nc3ccccc3OC)nc3ccccc3c2=O)CC1,19%,0%,-12%,?,-4%,?,-7%,i
O=C(/C=C/c1ccccc1)Nc1ccc(NC(=O)c2cccs2)cc1,.,.,-10%,-13%,.,.,2%,-14%
COCCn1c(=O)cnc2cnc(OCc3ccccc3)nc21,-22%,-3%,.,.,-2%,.,.,-3%
CN(C)C(=O)c1ccc(-c2nnc(NCc3ccccc3)c3ccccc23)cc1,-13%,?,-2%,-3%,0%,-5%,-17%,-5%
COc1ccc(-c2noc(-c3ccccc3C(=O)NCC3CCCO3)n2)cc1 (configuration not stated),.,1%,-12%,0%,.,.,1%,-7%
COc1cccc(/C=N/Nc2snc(SC)c2C#N)c1,-28%,?,?,0%,-3%,?,i,6%
CCCCOc1ccc(S(=O)(=O)NNC(=O)C2Cc3c(ccc4ccccc34)O2)cc1 (configuration not stated),-1%,0%,?,-6%,0%,-2%,-8%,-14%

Carrying on:
Compound,SMN2 splice enh,ALDH1A1 block,Tau fibril ThT,L3MBTL1 block,KinaseGlo FLuc,Lamin A splicing,JMJD2E inh,RECQ1 helicase
Cc1noc(C)c1Cn1nc(C(=O)O)c2ccccc2c1=O,-10%,13%,3%,5%,-6%,-3%,-7%,-6%
Cc1c(NC(=S)N/N=C\c2ccccc2O)c(=O)n(-c2ccccc2)n1C,-19%,1%,0%,?,-1%,-13%,?,-2%
COc1ccc(-n2c(-c3cccc(C)c3[N+](=O)[O-])n[nH]c2=S)cc1,-18%,?,-4%,-2%,1%,-2%,1%,i
O=C(Cn1cnc2c(nnn2Cc2ccccc2F)c1=O)NCc1ccco1,0%,-2%,6%,16%,0%,16%,6%,-15%
Cc1c(NC(=O)c2cc3ccccc3c(=O)s2)c(=O)n(-c2ccccc2)n1C,3%,-9%,-8%,.,-2%,8%,-6%,-13%
Cc1cc(C)c2c(N)c(C(=O)NCc3ccco3)sc2n1,?,?,?,-17%,-1%,4%,?,-14%
COc1ccc(CNC(=O)C(c2ccc(C)cc2)N(Cc2cccs2)C(=O)c2ccc3c(c2)OCCO3)cc1 (configuration not stated),-29%,?,-20%,0%,1%,-15%,4%,-19%
O=C(c1ccncc1)N1N=C(C2CCCCC2)CC1(O)C(F)(F)F (configuration not stated),-38%,1%,2%,.,-2%,.,2%,-38%
Cc1ccc(C)c(S(=O)(=O)Nc2ccc3scnc3c2)c1,?,1.8µM*,6%,-5%,0%,-22%,0%,-14%
CSc1nsc(SCC(=O)N2CCc3ccccc32)n1,-10%,?,?,.,1%,-4%,-1%,-9%

(continued)
Compound,SMN2 splice enh,ALDH1A1 block,Tau fibril ThT,L3MBTL1 block,KinaseGlo FLuc,Lamin A splicing,JMJD2E inh,RECQ1 helicase
CCCCc1nc2n[nH]c(N)c2c2c1CSC(C)(C)C2,-17%,-3%,-6%,.,-3%,-11%,-2%,0%
COc1nc2c(C)cccc2cc1-c1noc(-c2ccco2)n1,26%,?,-11%,-5%,2%,-7%,-11%,-12%
COc1ccccc1-n1c(SCC(=O)Nc2cccc3ccccc23)nc(O)cc1=O,-15%,?,-15%,.,19%,16%,-23%,?
COC(=O)CSc1nc2ccc(C)cc2[nH]1,-2%,1%,-6%,4%,4%,7%,0%,-14%
Cc1noc(C)c1S(=O)(=O)Nc1ccc(C(=O)N2CCc3ccccc3C2)cc1,-9%,-3%,-18%,3%,1%,?,2%,i
O=C(c1ccccc1)c1nnc(-c2ccccc2F)o1,26%,-1%,-9%,2%,?,1%,-8%,-6%
Cc1ccc(S(=O)(=O)Nc2ccc3c(c2)nc(CCN2CCCCC2)n3C)cc1,.,.,6%,-7%,.,.,9%,-7%
Cc1cc(C)nc(NC(=O)CSc2nnnn2-c2ccccc2)n1,7%,7.1µM*,-1%,.,-2%,-5%,6%,-15%
CCO[C@@H]1OC(C(=O)N2CCN(Cc3ccc4c(c3)OCO4)CC2)=C[C@H](c2ccc3c(c2)OCO3)[C@H]1CCCO,.,-4%,3%,0%,.,.,-1%,12%

A portion of the library; the hit share may differ from the screen's.
